VLA-4 inh: inhibition in a human VLA-4 binding assay. P13612. VLA-4 expressing cells, ligand binding flow cytometry. inhibition, % (about 7 µM as worked out from the volumes in the protocol). 330,000 tested, 0.2% active; in the data active = inhibition above about 50%
CIT2-GFP yeast: modulators of TOR pathway CIT2-GFP in S. cerevisiae; S. cerevisiae CIT2-GFP strain, flow cytometry, 3 h; 100 means same as DMSO wells; GFP response vs DMSO, % at 10 µM; 320,000 tested, 0.065% active;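 active = GFP response relative to DMSO above a set limit, near the screen mean plus 3 SD, cut at about 150% in these data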;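 note: ratio of well median GFP fluorescence to mean of DMSO wells on the plate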
MCL1 BIM primary: inhibitors of human MCL1 binding to BIM-BH3 peptide | GST-MCL1 / FITC-Bim-BH3 fluorescence polarization | inhibition, % at 10.9 µM | 320,000 tested, 0.68% active;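 active = inhibition above the mean inhibition of all tested compounds plus 3 SD, set per campaign, cut at about 40% in these data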;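 note: 0% = DMSO wells and 100% = unlabeled Bim-BH3 peptide control; higher means more loss of mP so more displacement of Bim peptide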
Target sequence (Q07820 whole entry, looked up): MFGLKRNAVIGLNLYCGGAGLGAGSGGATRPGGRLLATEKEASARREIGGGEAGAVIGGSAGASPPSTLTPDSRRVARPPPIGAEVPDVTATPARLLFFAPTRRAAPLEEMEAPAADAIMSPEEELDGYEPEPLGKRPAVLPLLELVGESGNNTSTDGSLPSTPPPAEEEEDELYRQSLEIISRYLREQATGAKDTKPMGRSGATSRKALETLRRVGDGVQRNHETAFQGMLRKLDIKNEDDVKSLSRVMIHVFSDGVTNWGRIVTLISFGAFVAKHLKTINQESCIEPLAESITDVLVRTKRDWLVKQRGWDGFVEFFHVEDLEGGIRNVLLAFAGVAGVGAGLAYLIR
AGP1-GFP MLPCN: yeast TOR pathway AGP1-GFP modulation | S. cerevisiae AGP1-GFP multiplex flow cytometry, 3 h; GFP as percent of DMSO wells | GFP response vs DMSO, % at 10 µM | 320,000 tested, 0.02% active;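 active = GFP response relative to DMSO above a set limit, near screen average plus 3 SD, cut at about 150% in these data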;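 note: median GFP channel fluorescence of the gated AGP1 strain per well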
BCLXL inh: Bcl-xL (human) inhibition | Q07817 | GST-Bcl-xL / FITC-Bim BH3 peptide fluorescence polarization | inhibition, % at 10.9 µM | 320,000 tested, 0.7% active | AID 2129;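 active = inhibition above the mean of all tested compounds plus 3 SD, cutoff set per campaign, cut at about 30% in these data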;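 note: 0% = DMSO wells and 100% = unlabeled Bim-BH3 peptide competitor; inhibitors lower millipolarization by displacing the labeled peptide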
Target sequence (Q07817 whole entry, looked up): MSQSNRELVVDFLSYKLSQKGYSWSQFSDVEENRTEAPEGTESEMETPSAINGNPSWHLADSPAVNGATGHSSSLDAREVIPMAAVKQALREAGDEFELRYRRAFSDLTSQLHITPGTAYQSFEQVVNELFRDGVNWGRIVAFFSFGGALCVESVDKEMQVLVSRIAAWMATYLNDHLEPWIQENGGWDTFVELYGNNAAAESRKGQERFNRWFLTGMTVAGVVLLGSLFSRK
Fam108B counter: counter-screen for RBBP9 inhibitors: inhibitors of mouse Fam108B; inhibition, % at 9.51 µM; 300,000 tested, 0.33% active; AID 1947; recombinant Fam108B, FP-Rh probe fluorescence polarization;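 active = inhibition above the screen mean inhibition plus 3 SD, computed separately per campaign, cut at about 18% in these data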;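 note: inhibitors lower polarization as less probe binds the enzyme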
GLD-1 TGE inh: GLD-1-TGE RNA interaction inhibition (C. elegans); Q17339; purified GLD-1 + fluorescein TGE RNA, fluorescence polarization; inhibition, % at 5.96 µM; 320,000 tested, 0.44% active; AID 2280;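 active = percent inhibition above a per-plate cutoff, the plate mean of test compounds plus 3 SD, cut at about 30% in these data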;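 note: 0% = DMSO wells with GLD-1 and probe and 100% = wells lacking GLD-1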
MEX-5 binding: C. elegans MEX-5 TCR-2 RNA binding activity | AID 1832 | activity score (negative = inhibition of binding), % at 10 µM | Q9XUB2 | MEX-5/FITC-TCR2 RNA binding, fluorescence polarization; stronger effect = lower value | 300,000 tested, 0.38% active;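 active = inhibition past about -25% in most replicates, and total fluorescence under double the plate's negative control median, limit read from the data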;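 note: 0% = DMSO and -100% = 5 µM competing unlabeled TCR2 RNA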
Target sequence (Q9XUB2 whole entry, looked up): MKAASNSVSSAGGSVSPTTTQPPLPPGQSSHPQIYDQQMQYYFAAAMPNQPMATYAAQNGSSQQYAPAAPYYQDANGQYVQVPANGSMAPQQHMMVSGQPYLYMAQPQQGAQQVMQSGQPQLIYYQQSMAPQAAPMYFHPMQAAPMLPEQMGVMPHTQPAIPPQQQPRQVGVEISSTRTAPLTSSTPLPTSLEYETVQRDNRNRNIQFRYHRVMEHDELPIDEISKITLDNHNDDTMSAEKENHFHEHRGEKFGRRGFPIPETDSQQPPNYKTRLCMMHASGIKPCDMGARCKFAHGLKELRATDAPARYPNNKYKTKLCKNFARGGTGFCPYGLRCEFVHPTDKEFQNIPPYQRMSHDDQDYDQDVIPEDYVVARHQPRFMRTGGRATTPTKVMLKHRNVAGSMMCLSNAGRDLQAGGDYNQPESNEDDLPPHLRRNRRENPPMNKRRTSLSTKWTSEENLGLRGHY
GRK2 inh: inhibitors of human GRK2 displacing RNA aptamer; P25098; bead flow cytometry, FAM-aptamer displacement from GRK2; inhibition of aptamer binding, % at 10 µM; 330,000 tested, 0.59% active; AID 488847;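 active = inhibition of aptamer binding above 40%, roughly 3 SD of noise, on plates passing a quality check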;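 note: median bead fluorescence of bound FAM aptamer so fluorescent compounds give negative values; no value below 0 was filed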
An asterisk follows results filed as active; i = inactive; . = no result given.

SMILES | VLA-4 inh | CIT2-GFP yeast | MCL1 BIM primary | AGP1-GFP MLPCN | BCLXL inh | Fam108B counter | GLD-1 TGE inh | MEX-5 binding | GRK2 inh
Cc1cccc(C(=O)Nc2ccccc2C(=O)OCC(=O)Nc2ccc(C#N)cc2)c1 | -2.4 | 100.1 | 5.5 | 101.5 | 3.0 | -34.3 | 7.2 | -0.3 | 1.0
CNc1cc(CS(=O)c2ccccc2)nc(-c2ccccc2)n1 (stereo unspecified) | 6.3 | 100.0 | 2.7 | 107.2 | 3.2 | 2.3 | 5.5 | 2.5 | 1.0
Cc1cccc(OCCCn2c(=O)sc3ccccc32)c1 | -1.5 | 98.3 | 0.5 | 106.7 | 0.7 | -2.9 | 11.3 | 0.7 | 3.0
Cc1ccc(C2=N/C(=C/N3CCOCC3)C(=O)O2)cc1 | 14.9 | 99.0 | 4.8 | . | -0.2 | 0.7 | -6.3 | 0.5 | 0.0
COc1cc(C(=O)OCC(=O)c2cc(C)n(C)c2C)cc(NC(=O)c2ccco2)c1OC | -6.2 | 90.9 | 2.2 | 120.9 | 3.7 | -1.8 | 6.2 | -0.4 | 0.0
CCCC(=O)Oc1ccc(N(C(=O)CCC)S(=O)(=O)c2cccs2)cc1 | 9.6 | . | 8.6 | 100.4 | 4.9 | 5.2 | 1.2 | 0.0 | 4.0
CCN(CC)S(=O)(=O)c1cc(OCC(N)=O)c(C)cc1Cl | -14.4 | 97.2 | 8.5 | 94.4 | 4.7 | -0.1 | 2.3 | -0.1 | 9.0
COC(=O)c1cc(CNC(=O)c2cccc(Cl)c2Cl)ccc1OC | 6.7 | 98.8 | 3.7 | 98.9 | 2.1 | 4.6 | 3.2 | -2.2 | 0.0
Cn1c(/C(C#N)=C(\O)c2ccccc2Cl)nc2ccccc21 | i | 114.9 | 0.3 | 106.1 | -1.8 | -1.9 | 0.1 | -0.4 | 3.0
Cc1nn(C)c(NC(=O)c2ccc(Cl)cc2Cl)c1Br | -2.0 | 89.0 | 2.4 | 92.8 | 3.4 | 11.3 | -0.7 | -0.2 | 0.0
O=C(c1cnc2sccn2c1=O)N(Cc1ccccc1)c1ccccn1 | 4.7 | 103.0 | -4.9 | 100.8 | -0.1 | 0.3 | 3.5 | -1.1 | 2.0
O=C(CCCN1C(=O)CCC1=O)Nc1ccc2c(c1)OCCO2 | -7.5 | 104.4 | 6.2 | 105.4 | 5.0 | 0.6 | 5.4 | -1.7 | 0.0
O=S(=O)(Nc1ccccc1)c1ccc(NS(=O)(=O)c2c(F)cccc2F)cc1 | 7.5 | 90.1 | 4.4 | 90.6 | 2.5 | 1.2 | 2.0 | 0.4 | 2.0
CC(=O)Oc1c(S(=O)(=O)c2ccc(C)cc2)c(C)nn1-c1ccccc1 | -6.4 | 90.5 | 1.5 | 89.5 | 8.9 | 0.5 | -0.3 | -1.6 | 4.0
COc1cc(C(=O)OCC(=O)NC2CCCC2)cc(OC)c1OC | 4.0 | 105.3 | 4.0 | 106.3 | 0.2 | -1.7 | 0.5 | -3.0 | 1.0
COc1ccc(CCNC(=O)CSc2nc(=O)[nH]c3c2CCC3)cc1OC | 1.6 | 98.4 | -2.6 | 100.5 | 0.8 | 0.1 | 6.0 | -2.4 | 2.0
CCOC(=O)c1c[nH]c2c(C)cc(C)cc2c1=O | 7.1 | 100.8 | 4.2 | 95.7 | 4.5 | -1.3 | 1.8 | 0.1 | 2.0
CCOc1ccc(NS(=O)(=O)c2ccc(C(=O)NCC(c3ccco3)N3CCCC3)cc2)cc1 (stereo unspecified) | 6.5 | 100.3 | -0.6 | 99.3 | -0.4 | . | 1.4 | . | 0.0
Cc1cc(C)c(C)c(OCC(=O)O/N=C(\N)c2ccccn2)c1 | -18.9 | 100.2 | 3.9 | . | 0.3 | 1.4 | 7.0 | 1.1 | 0.0
O=C(COC(=O)c1ccccc1O)NCc1ccc2c(c1)OCO2 | 10.5 | 89.4 | . | 83.0 | . | . | 3.4 | . | 2.0
CC(C)n1c(CN2CCN(C(=O)c3ccco3)CC2)nc2c1c(=O)n(C)c(=O)n2C | 10.0 | 106.7 | -1.0 | 104.9 | 2.3 | 4.0 | -4.1 | -0.7 | 3.0
COc1ccc(OC(C)C(=O)NCCC2=CCCCC2)cc1 (stereo unspecified) | 8.8 | 84.9 | 1.1 | 98.4 | 1.1 | -0.9 | 1.5 | 2.8 | 3.0
CC(C)CCN1CC(C(=O)NCc2ccccc2)CC1=O (stereo unspecified) | 11.9 | 97.7 | 2.9 | 101.3 | -2.9 | 4.6 | 3.6 | 0.2 | 0.0
CCCCn1c(N)c(N(Cc2ccccc2OC)C(=O)CSCC(=O)Nc2cccc(C)c2)c(=O)[nH]c1=O | -0.5 | 111.7 | . | 101.4 | . | . | . | -11.4 | 0.0
CCN1CCN(c2ccc(S(=O)(=O)N3CCOCC3)cc2NC(=O)/C=C/c2ccc(OC)cc2OC)CC1 | -10.9 | 98.9 | -14.2 | 109.8 | -9.5 | -3.9 | 4.6 | 0.1 | 0.0
Additional results
SMILES | VLA-4 inh | CIT2-GFP yeast | MCL1 BIM primary | AGP1-GFP MLPCN | BCLXL inh | Fam108B counter | GLD-1 TGE inh | MEX-5 binding | GRK2 inh
CCN(CC)CCN(Cc1cc2cc3c(cc2[nH]c1=O)OCO3)C(=S)NCC(C)C | 1.3 | 102.3 | -2.0 | 101.9 | 4.7 | -2.7 | 2.0 | 1.2 | 0.0
O=C(CCSc1ccc(Cl)cc1)NC12CC3CC(CC(C3)C1)C2 | 23.8 | 99.8 | 5.5 | 106.5 | 4.2 | -5.9 | 11.2 | 1.5 | 0.0
Cc1cccc(NC(=O)CN2C(=O)N/C(=C/c3cc(C)n(C(C)C)c3C)C2=O)c1 | -1.8 | 104.3 | 6.3 | 104.2 | 10.6 | -3.0 | 7.2 | 0.6 | 1.0
O=C(NC1CCCCC1)C1CCCN(S(=O)(=O)c2cnc[nH]2)C1 (stereo unspecified) | -22.3 | 103.2 | -0.2 | 103.6 | 3.8 | 4.7 | 2.5 | -0.7 | 2.0
Nc1c(C(=O)Nc2cccc(C(=O)O)c2)sc2nc3c(cc12)CCCC3 | 0.3 | 108.1 | 6.5 | 105.2 | 8.7 | 5.2 | -2.4 | -1.4 | 0.0
Nc1c(Cl)cc(C2=NCCn3nc4cc(C(F)(F)F)ccc4c32)cc1Cl | 18.0 | 88.7 | -9.7 | 91.1 | -4.1 | -1.6 | -2.6 | -0.5 | 0.0
COc1cc(/C=C/C(=O)O)cc(S(=O)(=O)NC2CC2)c1OC | 9.6 | 97.2 | 0.1 | 91.6 | 5.2 | 3.8 | 0.5 | 0.9 | 0.0
CCOC(=O)c1[nH]c2ccccc2c1NC(=O)NC1CCCCC1 | 7.4 | 106.6 | -5.9 | 101.2 | 1.6 | -6.5 | 5.0 | -0.1 | 3.0
COc1ccccc1-c1c(C)oc2c(CN3CCOCC3)c(O)ccc2c1=O | -0.2 | 101.3 | 0.8 | 98.3 | 4.8 | 1.7 | -1.0 | 1.1 | 1.0
COc1cc(/C=N/NC(=O)c2cccnc2)ccc1OS(=O)(=O)c1ccc(F)cc1 | -1.4 | 98.6 | 5.7 | 101.2 | 0.7 | -3.2 | 0.7 | -1.0 | 1.0
COc1ccccc1N1CCN(C(=O)c2coc(=O)c(Br)c2)CC1 | 7.6 | 107.8 | -5.7 | 99.0 | -9.0 | -0.1 | -2.7 | 0.1 | 1.0
CC1CCN(Cc2ccc(NC(=O)C3CCN(c4nnc(-n5cccc5)s4)CC3)cc2)CC1 | 26.0 | 105.6 | 1.9 | 110.9 | -1.9 | -1.1 | 0.0 | 0.0 | 0.0
O=S(=O)(NCCc1ccncc1)c1ccc(F)cc1 | 0.6 | 100.6 | -7.4 | 104.7 | -3.9 | 1.5 | 2.1 | 0.7 | 3.0
Cc1cc(NC(=O)C(C)SCC(=O)NCc2ccc(F)cc2)no1 (stereo unspecified) | -8.9 | 93.2 | 1.3 | 102.9 | 5.0 | . | 1.9 | . | 0.0
COc1ccc(Oc2ccc(C(F)(F)F)cc2NC(=O)c2ccc(F)cc2)cc1 | -1.2 | 86.1 | -4.8 | 95.4 | -8.6 | -8.4 | 8.1 | 1.0 | 0.0
O=C(O)c1cc(-c2ccc(/C=N/N3C(=O)C4C5C=CC(CC5)C4C3=O)o2)ccc1Cl (stereo unspecified) | -0.9 | 101.4 | 5.6 | 99.7 | 10.5 | -2.4 | 5.4 | 0.9 | 3.0
CC(C)CC(C(=O)O)N1C(=O)C2C3CC(C2C1=O)C1C(c2ccccc2)c2sc(=O)[nH]c2SC31 (stereo unspecified) | -12.2 | 95.9 | 17.9 | 94.1 | 9.5 | -7.8 | 4.1 | 0.5 | 2.0
C=CCN(C(=O)c1csnn1)C(C(=O)NCc1ccc(F)cc1)c1ccc(F)cc1 (stereo unspecified) | 6.8 | 105.1 | 0.3 | 108.3 | -0.3 | 1.2 | -0.2 | 1.1 | 7.0
O=C(CCNC(=O)c1ccco1)Nc1ccc(F)c(Cl)c1 | 6.8 | 102.2 | -2.1 | 98.8 | 0.3 | -2.7 | -6.4 | 0.3 | 31.0
Cc1cc2nc(-c3ccc[nH]c3=O)n(Cc3ccccc3F)c2cc1C | 0.7 | 88.8 | . | 85.3 | . | . | . | 2.9 | 3.0
COc1ccc(NC(=O)COC(=O)/C=C/c2ccc(OC)c(S(=O)(=O)N3CCOCC3)c2)cc1 | -9.3 | 110.2 | 2.0 | 102.3 | 5.9 | 5.5 | -2.9 | -0.6 | 2.0
Cc1ccc(S(=O)(=O)N2CCN(C(=O)COC(=O)c3ccc(C(C)(C)C)cc3)CC2)c(C)c1 | 18.7 | 98.4 | 1.0 | 96.3 | 4.8 | -7.4 | 3.5 | 1.0 | 4.0
Cc1nnsc1C(=O)Nc1ccc(S(=O)(=O)N2CCC(C)CC2)cc1 | 8.8 | 99.1 | -1.3 | 88.8 | 4.5 | 0.4 | 0.9 | -0.9 | 3.0
COC(=O)N1C(=O)[C@@](c2ccccc2)(C(C)C)N1C(=O)OC | 22.5 | 97.8 | -4.6 | 90.7 | -4.6 | 1.4 | -0.5 | 1.3 | 0.0
CC1Cc2cc(S(=O)(=O)N3CCN(c4ccccc4)CC3)ccc2N1C(=O)C1CC1 (stereo unspecified) | 16.9 | 99.4 | 6.4 | 97.5 | 6.6 | 4.3 | 9.9 | 2.1 | 0.0
CCOc1ccc(NC(C(=O)Nc2cccc(C(C)=O)c2)c2ccccc2)cc1 (stereo unspecified) | -8.2 | 99.7 | -3.2 | 97.5 | 2.4 | 6.0 | 3.9 | 1.7 | 5.0
CC1CCCN(C(=O)CN(c2ccccc2)S(=O)(=O)c2ccc(F)cc2)C1 (stereo unspecified) | -1.2 | 92.7 | 3.0 | 94.5 | 1.4 | . | 5.3 | . | 2.0
Clc1ccc2c(NCc3ccccn3)ccnc2c1 | -4.5 | 102.5 | 3.0 | 96.2 | 3.8 | 6.1 | 3.9 | -0.7 | 0.0

An excerpt of these results, with each value named.
CCOC(=O)c1[nH]c2ccccc2c1NC(=O)NC1CCCCC1
  VLA-4 inh: 7.4 | CIT2-GFP yeast: 106.6 | MCL1 BIM primary: -5.9 | AGP1-GFP MLPCN: 101.2 | BCLXL inh: 1.6 | Fam108B counter: -6.5 | GLD-1 TGE inh: 5.0 | MEX-5 binding: -0.1 | GRK2 inh: 3.0
CC1Cc2cc(S(=O)(=O)N3CCN(c4ccccc4)CC3)ccc2N1C(=O)C1CC1 (stereo unspecified)
  VLA-4 inh: 16.9 | CIT2-GFP yeast: 99.4 | MCL1 BIM primary: 6.4 | AGP1-GFP MLPCN: 97.5 | BCLXL inh: 6.6 | Fam108B counter: 4.3 | GLD-1 TGE inh: 9.9 | MEX-5 binding: 2.1 | GRK2 inh: 0.0

No enrichment for hits (roughly 2.2% active in at least one column).
